mIAP act: mouse IAP activation; muIAP, CDP-Star luminescence, 30 min; stronger effect = higher value; 1 = vehicle-only enzyme signal, 0 = enzyme-free wells; activation factor at 10 µM; 0.24% of 330,000 active;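 active = activation factor of at least 2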; also: the source names both 10 and 20 µM as test concentration; values of inactives mirror those of a sister screen read the other way
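System: Mouse IAP enzyme | Also added: CDP-Star substrate | Dosing: Compounds dispensed in DMSO | Schedule: 30 min enzyme-substrate-compound incubation at room temperature | Technique: Chemiluminescence readout | Control set: DMSO-only wells and no-enzyme negative control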
HKDC1 inhibitor: blocks human hexokinase HKDC1 activity; 0.16% of 340,000 active; inhibition, % at 20 µM; Q2TB90; recombinant HKDC1, G6PDH/diaphorase resazurin coupled fluorescence;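 active = inhibition above about 35% when tested at 20 µM, limit read from the data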;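 also: plate controls were DMSO wells with enzyme for no effect and DMSO wells lacking enzyme for full effect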
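Test system: recombinant HKDC1 (HK5) hexokinase enzyme, produced in-house / Doses: 20 µM test compound, 1% DMSO / Timing: 90 min, room temperature / Detection: G6PDH/diaphorase-coupled fluorescence, 1 mM NADP, 100 µM resazurin, 525/613 nm / Control set: DMSO wells with and without enzyme mix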
hIAP block: human IAP inhibition; purified IAP, CDP-Star luminescence, 30 min; inhibition, % at 10 µM; P09923; 0.12% of 330,000 active;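 active = inhibition reaching a set limit with compound at 10 µM in the primary screen, cut at about 35% in these data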;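 also: plate controls were DMSO wells with enzyme for no effect and no-enzyme buffer wells for full effect; values of inactives mirror those of a sister screen read the other way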
mIAP inh: mouse IAP inhibition | AID 2806 | inhibition, % at 10 µM | purified mouse IAP, CDP-Star luminescence, 30 min | 0.2% of 330,000 active;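 active = inhibition of at least 40% at 10 µM in the primary screen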;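 also: plate controls were DMSO with enzyme for no effect and no enzyme wells for full effect; values of inactives mirror those of a sister screen read the other way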
APOBEC3A inh: human APOBEC3A DNA deaminase inhibition; recombinant A3A, FAM/TAMRA ssDNA deamination fluorescence; 0.41% of 330,000 active; inhibition, % at 20 µM; AID 493011;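 active = at least 40% inhibition at 20 µM here, with at most 30% in a related deaminase screen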;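 also: plate controls were A3A with DMSO for no effect and wells lacking A3A enzyme for full effect; some results filed as inactive read as strong as hits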
PfGluPho inh: PfG6PD (Plasmodium falciparum) enzyme inhibition; PfGluPho enzyme, NADPH resazurin-diaphorase fluorescence; inhibition, % at 20 µM; 0.78% of 350,000 active; AID 504690;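 active = inhibition reaching at least a set limit at 20 µM in the primary screen, cut at about 59% in these data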;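 also: 0% = DMSO wells with substrate and 100% = DMSO wells lacking glucose-6-phosphate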
ATG4B inhibitor: ATG4B (human) cysteine protease inhibition; ATG4B cleavage of LC3-PLA2, NBD-HPC fluorescence, 1 h; 0.51% of 340,000 active; inhibition, % at 8.33 µM; Q9Y4P1; in the data active = inhibition above about 40%
hIAP act: human IAP activation. activation factor at 10 µM. 0.16% of 330,000 active. AID 2524. purified human IAP, CDP-Star luminescence, 30 min; stronger effect = higher value; 1 = vehicle-only enzyme, 0 = enzyme-free background;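 active = activation factor of the enzyme at least 2-fold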; also: the source names both 10 and 20 µM as test concentration; values of inactives mirror those of a sister screen read the other way
Active calls of the source: *; nt = no result given; & = joins results of further samples; ! = a repeat was not active.

SMILES	mIAP act	HKDC1 inhibitor	hIAP block	mIAP inh	APOBEC3A inh	PfGluPho inh	ATG4B inhibitor	hIAP act
O=C(CNC(=O)c1ccc(Br)o1)NC1CCCCCC1	0.95	-6	-14	5	0	0	9	1.1
N#C/C(=C\c1cn(-c2ccccc2)nc1-c1ccccc1)S(=O)(=O)c1ccccc1	0.95	-9	-8	5	-1	-5	-13	1.1
O=[N+]([O-])c1cc(S(=O)(=O)NCCCN2CCOCC2)ccc1Cl	1	-10	-5	-4	-3	-8	8	1
O=C(CSc1ccccc1C(=O)O)c1ccc([N+](=O)[O-])cc1	1	-10	18	0	0	8	-5	0.81
CCn1c(=O)c(C(=O)Nc2ccc(C)cc2)c(O)c2ccccc21	1	-9	15	0	-4	-26	-11	0.85
CCOC(=O)Cn1cc(Cl)cc(C(=O)Nc2ccccc2)c1=O	0.93	1	18	8	-7	-13	0	0.82
CCCc1ccc(OCc2ccc(C(=O)NN)o2)c(OC)c1	0.97	-1	-1	3	-1	-9	2	1
COc1ccc(C)cc1NC(=O)CN1CCN(CC(=O)Nc2ccccc2F)CC1	1	-6	-14	-2	1	5	-5	1.1
COC(=O)C1(C)NC(c2ccccc2OC)C2C(=O)N(c3ccccc3)C(=O)C21 (stereo not given)	0.99	-10	0	1	-4	0	0	1
CC(=O)c1ccc(N2CCN(C(=O)C(=O)c3c(C)[nH]c4ccccc34)CC2)cc1	1	-1	-1	-2	-1	4	-14	1
CCSc1nnc2n1C(C)(C)Cc1ccccc1-2	1	-3	-4	-1	-3	6	10	1
CO/N=C1\CCCc2c(C(=O)NN)sc(SC)c21	1	-4	-4	-2	2	0	2	1

4 consecutive entries already listed, quoted:
SMILES	mIAP act	HKDC1 inhibitor	hIAP block	mIAP inh	APOBEC3A inh	PfGluPho inh	ATG4B inhibitor	hIAP act
CCOC(=O)Cn1cc(Cl)cc(C(=O)Nc2ccccc2)c1=O	0.93	1	18	8	-7	-13	0	0.82
CCCc1ccc(OCc2ccc(C(=O)NN)o2)c(OC)c1	0.97	-1	-1	3	-1	-9	2	1
COc1ccc(C)cc1NC(=O)CN1CCN(CC(=O)Nc2ccccc2F)CC1	1	-6	-14	-2	1	5	-5	1.1
COC(=O)C1(C)NC(c2ccccc2OC)C2C(=O)N(c3ccccc3)C(=O)C21 (stereo not given)	0.99	-10	0	1	-4	0	0	1

(listing goes on)
SMILES	mIAP act	HKDC1 inhibitor	hIAP block	mIAP inh	APOBEC3A inh	PfGluPho inh	ATG4B inhibitor	hIAP act
CCOC(=O)C1CCCN(CC(=O)Nc2c(C(=O)OC)[nH]c3ccc(C)cc23)C1 (stereo not given)	1.1	1	1	-7	0	4	-11	0.99
CC(=O)C1=C(C)NC(SCSc2ccccc2)=C(C#N)C1c1cccnc1 (stereo not given)	0.92	-1	11	8	0	33	-12	0.89
NC(=O)c1ccc(NC(=O)CN2CCN(Cc3ccccc3)CC2)cc1	0.92	-5	16	8	0	-12	-4	0.84
O=c1c2ccccc2nnn1COc1ccc(Cl)cc1Br	0.91	0	23	9	1	-4	4	0.77
COc1ccccc1CC(=O)N1CCN(c2cccc(C(F)(F)F)c2)CC1	0.97	-4	16	3	5	4	-12	0.84
CC1=C(C(=O)OCc2ccccc2)C(c2ccoc2)C(C#N)=C(N)O1 (stereo not given)	0.94	5	15	6	-2	-7	-9	0.85
COc1ccc(C(=O)/C=C/c2ccc(OC)c(COc3ccc(F)cc3)c2)cc1	1	16	9	-1	1	7	-4	0.91
Nc1ccc2nc3c(=O)n(CCc4ccccc4)c(=O)[nH]c3nc2c1	0.81	21	8	19	-18	40	-31	0.92
O=C(Cn1cnc2c(NCc3ccccc3)ncnc21)NCCN1CCOCC1	1.1	2	nt	-9	1	0	5	nt
COc1ccc(C(=O)NCCc2cc3c(OC)ccc(OC)c3[nH]c2=O)cc1OC	1	9	-9	-1	2	7	-12	1.1
CCCC(=O)Nc1nnc(CC(=O)OCC)s1	0.99	-3	14	1	0	-6	8	0.86
C=CCN(C(=O)CCC(=O)Nc1cc(C)on1)C(C(=O)NC(C)(C)CC)c1cccc(OC)c1OC (stereo not given)	1.1	-8	-5	-6	-3	-11	-9	1.1
Cc1ccc(C(=O)Oc2ccc([N+](=O)[O-])cc2)cc1S(=O)(=O)N1CCCCCC1	0.95	4	16	5	-4	4	3	0.83
CC1CN(C(=S)NC(=O)c2cccc([N+](=O)[O-])c2)CC(C)O1 (stereo not given)	0.99	-5	18	1	-3	-8	-1	0.82
CC(C)C(NC(=O)C12CC3CC(CC(C3)C1)C2)C(=O)O (stereo not given)	0.99	-13	6	1	2	-6	3	0.94
COC(=O)C(C)Sc1ncnc2c1nnn2-c1ccc(F)cc1 (stereo not given)	0.93	-7	18	7	-3	-13	-11	0.82
Cc1cccc(OCC(=O)NCc2nc(-c3ccccc3)no2)c1	0.94	-4	-12	6	-2	2	-5	1.1
C/C(=N\NC(=O)c1cccc(C)c1)c1ccc(N2CCOCC2)cc1	0.91	1	13	10	0	-6	-7	0.87
Cc1[nH]c(C)c(S(=O)(=O)Nc2ccc(F)cc2Cl)c1C(=O)N1CCCC1	1	-3	0	-3	7	-12	-1	1
Cc1ccc(N/C(N)=N/c2nc(C)cc(C)n2)cc1	0.72	-15	2	28	2	4	6	0.98
Cc1ccc(Nc2nc(NCC3CCCO3)nc(N)c2[N+](=O)[O-])cc1C (stereo not given)	0.87	-5	-20	13	-1	-20	5	1.2
CC(=O)c1c(C)[nH]c(C(=O)Nc2cccc(S(=O)(=O)N3CCOCC3)c2)c1C	1.1	-4	19	-7	6	-19	-1	0.81
Cn1c(N)c(N=O)c(=O)n(C)c1=O	1.1	-5	-22	-6	-3	-14	-4	1.2
CN(C)/C=N/c1ncc(-c2ncc(C(F)(F)F)cc2Cl)cn1	0.9	-11	-12	10	0	-10	-3	1.1
COc1ccc(CC(=O)OCC(=O)Nc2c(C)n(C)n(-c3ccccc3)c2=O)cc1OC	1	-6	-2	-5	0	-2	8	1
CC(=O)Nc1ccc(S(=O)(=O)NC(CC(=O)NCCCN2CCOCC2)C(C)C)cc1 (stereo not given)	1	-9	1	-5	0	0	-1	0.99
COc1ccc(CNC(=O)CCn2c(=O)oc3ccccc32)c(OC)c1	1.2	1	-9	-16	-2	6	-9	1.1
COc1ccc(-n2nc(C(=O)NCC(=O)NCCCN3CCN(C)CC3)c3ccccc3c2=O)cc1OC	1.1	-5	-15	-10	-6	-5	-7	1.1
N[C@@H](Cc1cc(I)c(Oc2ccc(O)c(I)c2)c(I)c1)C(=O)O	0.76&1	14&16	1&3	25&-1	30&22&1	-10&-14	84*!	1&0.97
O=S(=O)(Nc1nc2ccccc2s1)c1ccc(Cl)s1	0.98	2	-31	2	-1	-25	4	1.3
CN1CCN(c2ccc(CNS(=O)(=O)c3ccc(Cl)cc3)cc2)CC1	0.89	-5	12	11	-1	-3	4	0.88
C=CCOc1c(Br)cc(/C=C2/NC(=S)N(C(C)=O)C2=O)cc1OC	0.89	-4	3	11	3	0	-2	0.97
Cn1c(Cc2ccc3c(c2)OCO3)nnc1SCC(=O)NC1CCCC1	0.96	nt	10	4	0	nt	nt	0.9
COc1cccc(CN(C(=O)c2ccccc2Br)C2CCS(=O)(=O)C2)c1 (stereo not given)	0.98	-6	21	2	-1	-15	-1	0.79
O=C(O)C(Cc1c[nH]c2ccccc12)NS(=O)(=O)c1ccc2ccccc2c1 (stereo not given)	0.97	4	-6	3	-2	-13	-7	1.1
Cc1ccccc1-c1coc2cc(O)ccc2c1=O	1	1	-2	-3	1	-6	-6	1

Entries listed so far that have a thiophene ring, fused or not (two):
SMILES	mIAP act	HKDC1 inhibitor	hIAP block	mIAP inh	APOBEC3A inh	PfGluPho inh	ATG4B inhibitor	hIAP act
CO/N=C1\CCCc2c(C(=O)NN)sc(SC)c21	1	-4	-4	-2	2	0	2	1
O=S(=O)(Nc1nc2ccccc2s1)c1ccc(Cl)s1	0.98	2	-31	2	-1	-25	4	1.3

Continuation:
SMILES	mIAP act	HKDC1 inhibitor	hIAP block	mIAP inh	APOBEC3A inh	PfGluPho inh	ATG4B inhibitor	hIAP act
O=C(Nc1ccc(SC(F)F)cc1)c1ccc(F)cc1	1	-7	3	-2	9	55	-1	0.97
CCc1nc(Nc2ccccc2OC)c2oc3ccccc3c2n1	0.96	-2	12	4	2	27	-2	0.88
COc1cccc(CNCCO)c1OCc1ccc(Cl)cc1	0.97	-10	-7	3	3	2	-7	1.1
COc1cccc(CC(=O)NNC(=O)c2c(-c3ccccc3)noc2C)c1	0.96	6	3	4	0	10	-3	0.97
Cc1onc(-c2ccccc2Cl)c1C(=O)N1CCN(C/C=C/c2ccccc2)CC1	0.99	-6	-1	1	2	-13	-5	1
Cc1ccc2c(c1)N(C(=O)CCC(=O)NC1CCC(C)CC1)CCO2 (stereo not given)	0.99	-5	3	1	4	-2	12	0.97
CC(C)(C)c1ccc(C(=O)Cn2nc(C(=O)O)c3ccccc3c2=O)cc1	0.94	0	-1	6	0	-22	1	1
CCCCNC(=O)CCc1c(C)nc2c(c(C)nn2-c2ccccc2)c1C	0.99	-4	-7	1	-2	-12	8	1.1
COc1ccccc1Cn1c(=S)[nH]c2cc(C(=O)NCCCN3CCOCC3)ccc2c1=O	0.97	1	-7	3	-2	-13	9	1.1
Cc1cc(C)n(-c2ccccc2[N+](=O)[O-])n1	1.1	-8	7	-10	0	-8	5	0.93
COc1cccc(-c2nnc(SCC(=O)N(C(C)C)C(C)C)o2)c1	1	7	-12	-1	-4	-3	-11	1.1
O=C(COC(=O)c1cccc(OC(F)F)c1)NC1CCCC1	0.99	-6	-1	1	-2	8	2	1
CCN(CC)C(=O)c1sc2nc(N3CCOCC3)c3c(c2c1N)CCCC3	0.96	8	17	4	0	76*	-19	0.83
CC1CCN(C(=O)Cn2cc(S(=O)(=O)CC(=O)N3CCOCC3)c3ccccc32)CC1	1.1	-3	-20	-8	2	-6	1	1.2
COc1cccc(C(=O)NCCS(=O)(=O)N2CCCCCC2)c1	1	-3	-5	-4	0	11	1	1.1
COc1ccc(-n2nc(C(=O)NCC(=O)Nc3cccc(NC(C)=O)c3)c3ccccc3c2=O)cc1	0.98	1	-12	2	2	-1	3	1.1
CC1=NN(c2nc(-c3ccccc3)cs2)C(=O)C1N=Nc1ccccc1 (stereo not given)	0.86	-3	14	14	5	8	-7	0.86

ATG4B inhibitor, entries above that show a hit.
SMILES	mIAP act	HKDC1 inhibitor	hIAP block	mIAP inh	APOBEC3A inh	PfGluPho inh	ATG4B inhibitor	hIAP act
N[C@@H](Cc1cc(I)c(Oc2ccc(O)c(I)c2)c(I)c1)C(=O)O	0.76&1	14&16	1&3	25&-1	30&22&1	-10&-14	84*!	1&0.97
